# Pin1 inhibitor – inhibitors of human Pin1. Potency, µM (series often up to 115 µM), without a hit: at the top dose activity, negative = inhibition, hits mostly inhibitors. actives 0.009% (n = 390,000). Pin1 FP peptide displacement, HiFluor488, 10 min. Q13526. AID 504891; active = well fitted inhibition curve with a large enough effect in the polarisation, with a control signal flat, not every such curve was filed as active; inconclusive = small, poorly fitted or top-dose-only effect, or effect the other way, or a change in a side signal; inactive = no such curve, though single readings can be large or run the other way; the % refers to the polarisation; note: potency is the fitted concentration of half-maximal effect; % is set by controls: 0 for no effect and ±100 for the full control effect
# Target sequence (Q13526 whole entry, looked up): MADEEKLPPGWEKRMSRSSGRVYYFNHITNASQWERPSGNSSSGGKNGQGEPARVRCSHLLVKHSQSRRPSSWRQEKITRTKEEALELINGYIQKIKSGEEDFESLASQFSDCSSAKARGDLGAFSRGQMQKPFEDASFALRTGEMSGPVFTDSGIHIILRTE
# USP1-UAF1 inh – blocks the human USP1/UAF1 deubiquitinase complex | Potency, µM (series often up to 57.1 µM), for inactives: top-dose activity change, negative = inhibition, most hits filed as inhibitors | recombinant USP1/UAF1, Ub-Rhodamine cleavage fluorescence | O94782 | actives 0.23% (n = 390,000) | AID 743255; note: potency is the fitted concentration of half-maximal effect; % is set by controls: 0 for no effect and ±100 for the full control effect; nearly all actives have a fitted effect of over 60% in size; inactives centre near -12
# Target sequence (O94782 whole entry, looked up): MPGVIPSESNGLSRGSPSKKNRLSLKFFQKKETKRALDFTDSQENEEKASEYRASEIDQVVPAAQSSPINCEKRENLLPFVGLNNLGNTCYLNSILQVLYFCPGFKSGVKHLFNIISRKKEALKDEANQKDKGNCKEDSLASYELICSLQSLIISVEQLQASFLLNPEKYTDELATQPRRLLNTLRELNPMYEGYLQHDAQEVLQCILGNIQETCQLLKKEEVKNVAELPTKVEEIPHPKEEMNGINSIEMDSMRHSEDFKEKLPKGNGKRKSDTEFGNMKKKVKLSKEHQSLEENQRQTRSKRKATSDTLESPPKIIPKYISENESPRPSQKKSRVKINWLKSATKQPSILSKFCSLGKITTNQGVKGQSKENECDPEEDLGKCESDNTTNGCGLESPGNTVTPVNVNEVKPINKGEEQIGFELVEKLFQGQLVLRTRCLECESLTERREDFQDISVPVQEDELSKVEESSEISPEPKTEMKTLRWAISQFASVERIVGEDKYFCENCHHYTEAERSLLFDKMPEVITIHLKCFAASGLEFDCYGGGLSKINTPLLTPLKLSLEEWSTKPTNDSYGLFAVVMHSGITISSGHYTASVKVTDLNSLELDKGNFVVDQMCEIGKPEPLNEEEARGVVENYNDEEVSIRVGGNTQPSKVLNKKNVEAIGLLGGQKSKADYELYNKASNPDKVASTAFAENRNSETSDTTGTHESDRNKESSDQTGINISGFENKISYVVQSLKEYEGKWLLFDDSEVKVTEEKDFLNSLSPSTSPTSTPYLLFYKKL
#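 High-throughput fluorogenic screen: 1nM USP1/UAF1 complex, Ub-Rho substrate 150nM final, 50mM HEPES pH 7.8 with 0.5mM EDTA, 0.1 mg/ml BSA, 1mM TCEP and 0.01% Tween-20.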
# HP1b chromo inh – blocks HP1-beta chromodomain binding to methylated histone tails. P83916. AlphaScreen HP1-beta / biotin-H3K9me3 peptide binding. Potency, µM (titrated, usually from 114 µM), for inactives: at the highest dose activity change, negative = inhibition, usual class: inhibitors. actives 0.56% (n = 390,000). AID 540317; note: potency is the fitted concentration of half-maximal effect; nearly all actives have a fitted effect of over 70% in size; inactives centre near 23
#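 Compound inhibition of the preformed complex between 50 nM HP1-beta and 50 nM biotinylated H3K9me3 peptide was read by AlphaScreen. Buffer was PBS pH 7.4 with 0.01% Tween-20. Incubations ran 30 min at room temperature, with 10 ug/mL donor/acceptor beads.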
# GLS inhibitor – inhibitors of human glutaminase (GLS); O94925; GLS enzymatic activity, qHTS titration; Potency, µM (series often up to 45.5 µM), without a hit: top-dose activity change, negative = inhibition, hits mostly inhibitors; actives 0.21% (n = 410,000); AID 624170; note: potency is the fitted concentration of half-maximal effect; % is set by controls: 0 for no effect and ±100 for the full control effect
#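 hKGA in 45 mM KH2PO4 (pH 8.2), 0.02% Tween-20 with compound, then 1mM L-Glutamine (stock as added) plus glutamate oxidase/HRP/Amplex red coupling mix. Fluorescence read initially and after 30 min at RT; signal change reflects glutamate formation.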
# TrxR1 inh – blocks rat thioredoxin reductase 1 | actives 1% (n = 390,000) | recombinant rTrxR1, NADPH fluorescence consumption, selenite substrate | Potency, µM (titrated, usually from 114 µM), for the others: at the highest dose activity change, negative = inhibition, hits mostly inhibitors | O89049; note: potency is the fitted concentration of half-maximal effect; % is set by controls: 0 for no effect and ±100 for the full control effect; nearly all actives have a fitted effect of over 65% in size
#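 Rat TrxR1 (90 nM in the dispensed reagent) was pre-reduced with 400 uM NADPH for 5 min at room temperature, then incubated with compound for 15 min. After 400 uM selenite was added, NADPH fluorescence (Ex 340/Em 450 nm) was followed for 8 min.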
# IDH1 R132H inh – inhibitors of human mutant IDH1 R132H; Potency, µM (doses to about 76.6 µM), for inactives: at the highest dose activity change, negative = inhibition, most hits filed as inhibitors; O75874; actives 0.093% (n = 390,000); IDH1-R132H enzyme, NADPH consumption, diaphorase/resazurin fluorescence; note: potency is the fitted concentration of half-maximal effect; % is set by controls: 0 for no effect and ±100 for the full control effect; nearly all actives have a fitted effect of over 65% in size
#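 IDH1-R132H (0.5 ug/mL) preincubated 30 min with compound, then NADPH (0.016 mM) and alpha-KG (2 mM) added; 80 min at RT, pH 7.5. Remaining NADPH coupled via diaphorase/resazurin to fluorescence (540/590 nm); concentration-response curves normalized to no-enzyme control.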
# PI4K2A inh – inhibitors of human PI4K2A; activity change, negative = inhibition, % at 76.9 µM; purified PI4K2A, ADP-Glo luminescence, 1 h; hits give low values; actives 0.13% (n = 420,000); Q9BTU6; in the data active = activity change below about -50%; inconclusive = mostly about -30% to -49%;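 note: -100% = wells without enzyme as full effect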
#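 Compounds are screened against recombinant PI4K2A using PI as substrate and ATP, the latter dispensed at 300 microM. Reactions run one hour at ambient temperature before ADP-Glo detection; full inhibition defined by wells lacking enzyme.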
# PGK inhibitor – inhibitors of T. brucei phosphoglycerate kinase; PGK/GAPDH coupled, Kinase-Glo luminescence, 60 min; AID 602233; Potency, µM (doses to about 57.5 µM), for inactives: top-dose activity change, negative = inhibition, usual class: inhibitors; actives 0.043% (n = 380,000); note: potency is the fitted concentration of half-maximal effect; % is set by controls: 0 for no effect and ±100 for the full control effect; nearly all actives have a fitted effect of over 60% in size
#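 Luminescent ATP detection (Kinase-Glo Plus) follows a 60-minute room-temperature incubation, with wells lacking PGK as controls. Buffer: 100 mM TEA (pH 7.6), 5 mM MgCl2, 0.01% Tween-20. Coupling enzyme GAPDH (100 nM final) supplies unstable 1,3-BPG in-well.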
# TrxR1 substrate – substrates of rat thioredoxin reductase 1. O89049. purified TrxR1 substrate turnover, NADPH consumption readout. Potency, µM (series often up to 114 µM), for inactives: at the top dose activity change, negative = substrate turnover. actives 0.01% (n = 390,000). AID 588456; note: potency is the fitted concentration of half-maximal effect; % is set by controls: 0 for no effect and ±100 for the full control effect; nearly all actives have a fitted effect of over 50% in size
#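 Rat TrxR1, dispensed at 90 nM, was prereduced with 400 uM NADPH (final) for 5 min at ~22 deg C, then incubated with compound 15 min before 400 uM selenite. A first-read NADPH fluorescence drop versus no-compound background flagged substrates.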
# The depositor's hits bear a star; i = inactive; ? = inconclusive; nt = no result given; [ ] = dose if it differs, or a comment. Unless noted, calls come from the whole dose curve; as a rule, active = well fitted curve in the direction sought with a large enough effect; inconclusive = small, poorly fitted or top-dose-only effect, or another doubt; inactive = no such curve, though single readings can be large; an effect the other way counts as inactive or inconclusive.
SMILES,Pin1 inhibitor,USP1-UAF1 inh,HP1b chromo inh,GLS inhibitor,TrxR1 inh,IDH1 R132H inh,PI4K2A inh,PGK inhibitor,TrxR1 substrate
CCOc1ccccc1N=c1oc2cc(O)ccc2cc1C(=O)NCC1CCCO1 (configuration not stated),?,-17%,16%,18%,-13%,2%,-8,-1%,209%[activator]
CC(C)CC(NC(=O)COc1ccccc1)C(=O)O (configuration not stated),22%,-19%,39%,1%,18%,1%,3,3%,7%
CCOC(=O)Cn1c(=O)n(C2CCCCC2)c2nc(-c3c(F)cccc3Cl)nc(C(N)=O)c21,-7%,-18%,14%[57 µM],-14%,12%[57.1 µM],2%,6,-2%,-1%[57.1 µM]
CSCCC(NS(=O)(=O)c1cccc(C(F)(F)F)c1)C(=O)N1CCN(C(=O)c2ccco2)CC1 (configuration not stated),-2%,-4%,28%,13%,-3%,3%,-1,4%,-2%
COc1ccc(/C=C2/CCCc3ccccc3C2=O)cc1,?,-2%,81%[activator],5%,-16%,4%,-17,-19%,-11%
CCn1ccnc1CN1CCCCC1C(=O)Nc1ccc(Oc2cccnc2)cc1 (configuration not stated),-14%,1%,21%,0%,-13%,12%,1,-5%,-11%
COc1ccc(NC(=S)N(CCCN2CCCC(C)C2)Cc2cccs2)cc1 (configuration not stated),-13%,2%,17%,0%,29%[57.1 µM],-1%,-2,-3%,10%[57.1 µM]
COc1cccc(NC(=O)CN(C)C(=O)CCCNC(=O)c2ccc(Cl)cc2)c1,-12%,-4%,11%,9%,4%,4%,5,-2%,-7%
N=C1S/C(=C\c2ccco2)C(=O)N1c1ccc2c(c1)OCO2,?,-8%,-39%,?,-22%,-7%,-13,-28%,-13%
CN1CCN(c2ccccc2NC(=O)c2ccc(-c3ccc(Cl)c(Cl)c3)o2)CC1,19%,-14%,-2%,-1%,33%,0%,-9,-9%,9%
O=C(NNC(=S)NC(=O)c1cn(-c2ccccc2)nc1-c1ccccc1)c1ccncc1,0%,-15%,-22%,24%,-24%,12%,19,-9%,-2%
O=C(Nc1ccccc1)c1nnsc1S(=O)(=O)c1ccc(Cl)cc1,1%,-11%,?,14µM*,?,1%,10,4%,12%[57.1 µM]
CCCNS(=O)(=O)c1ccc(OCC(=O)NCCCOC)cc1,-7%,-14%,52%[activator],-8%,2%[57.1 µM],3%,-4,-2%,6%[57.1 µM]
Cc1cc(-c2nnc(SCC(=O)NC3CCCC3)o2)no1,-6%,-8%,23%,-3%,-1%[57.1 µM],5%,6,-2%,1%[57.1 µM]
Cc1ccc(C2(C)NC(=O)N(CC(=O)Nc3c(C)n(C)n(-c4ccccc4)c3=O)C2=O)cc1 (configuration not stated),3%,-20%,11%,-10%,3%,1%,9,-7%,1%
CCc1ccccc1NC(=O)c1noc(C(C)C)c1[N+](=O)[O-],-4%,-20%,34%,-1%,30%,10%,2,6%,8%
O=C(OCC(=O)N1CCCCC1)c1ccc2ccccc2n1,-3%,-8%,27%,-1%,4%,2%,4,-3%,-2%
CC1=C(C#N)C(c2ccc3ncccc3c2)C(C#N)=C(C)N1,0%,-11%,43%[activator],-13%,2%,0%,0,nt,4%[57.1 µM]
O=C(O)c1ccc(Nc2ccc(F)c(F)c2)c([N+](=O)[O-])c1,-5%,-15%,-6%,0%,-20%[57.1 µM],15%,3,i,3%[57.1 µM]
Cc1cc(=O)oc(C)c1C(=O)NCCC1=CCCCC1,-4%,3%,35%,-6%,17%,1%,1,-8%,-1%
COc1ccc(-c2ccccc2)cc1NC(=O)c1ccncc1,-4%,-5%,7%,-1%,4%,12%,-1,-6%,5%
O=C(O)c1ccc(CSc2nnc(-c3ccccc3Br)o2)cc1,-4%,-26%,39%,6%,18%,-2%,-4,-8%,6%
CCN(CC)S(=O)(=O)c1cccc(N=Nc2c(O)c3ccccc3oc2=O)c1,-30%,0%,-7%,2%,-11%,3%,2,-7%,-8%
COc1ccc(S(=O)(=O)N2CCN(c3ccc(C)cc3C)CC2)cc1OC,0%,-6%,1%,7%,14%[57.1 µM],-4%,2,-11%,1%[57.1 µM]
O=C(NCCOc1ccc(F)cc1)c1ccccc1SCc1ccccc1,-2%,-12%,45%[activator],-2%,15%,11%,1,1%,-5%
CCOC(=O)CSc1nc(C(C)(C)C)cc(C(F)(F)F)c1C#N,-5%,-15%,48%[activator],-7%,6%[57.1 µM],7%,0,-8%,-1%[57.1 µM]
CCN(CCC(=O)Nc1cc(OC)cc(OC)c1)Cc1ccccc1,7%,4%,30%,9%,3%,2%,-2,-7%,-1%
CCNc1nc(SCC(=O)Nc2ccc(Cl)c(Cl)c2)nc(N(C)C)n1,?,-19%,38%[activator],-1%,20%,-3%,1,-1%,-5%
COc1ccc(Nc2nc3ccccc3nc2-n2nc(C)cc2C)cc1,?,-14%,255%[activator],-9%,35%[57.1 µM],0%,0,-1%,-11%
C=C1CCN([C@@H](CC(C)C)C(=O)NCc2ccc(Cl)cc2)S(=O)(=O)c2ccccc21,-6%,8%,54%[activator],10%,17%[57.1 µM],-1%,0,4%,7%[57.1 µM]
Cc1ccc(S(=O)(=O)N2CCCC(C(=O)NCC(C)C)C2)cc1 (configuration not stated),-2%,-19%,31%,0%,11%,4%,3,-2%,0%
CN(C)c1ccc(C2=NOC(CN3C(=O)c4ccccc4S3(=O)=O)C2)cc1 (configuration not stated),16%,-14%,?,43%[activator],9%[57.1 µM],1%,3,-5%,8%[57.1 µM]
COCCCNC(=S)N/N=C/c1ccccc1O,2%,5%,43%[activator],31%[activator],-14%,-6%,-3,2%,-10%
CCN1CCCC1CNC(=O)C(=O)NC (configuration not stated),2%,-4%,39%[activator],1%,24%,13%,-5,i,3%
O=C(Nc1c(C(=O)N2CCN(c3ccccc3F)CC2)oc2ccccc12)c1ccco1,0%,-23%,-9%,9%,42%[activator],0%,2,-9%,4%
COc1ccc(CCNC(=O)C2CCN(C(=O)NC3CCCCC3)CC2)cc1,-7%,-7%,27%,?,-16%,8%,1,i,-7%
COc1cccc(NC(=O)[C@H](C)NC(=O)C2CCN(S(=O)(=O)c3ccc(C)cc3)CC2)c1,0%,-10%,25%,-1%,0%,11%,-1,-8%,1%
COc1ccc(C2N3CC4(C)CN2CC(C)(C3)C4=O)cc1OC (configuration not stated),0%,-8%,73%[activator],-3%,11%[57.1 µM],14%,-4,-7%,8%
Cn1c2ccccc2c2cc(/C=N/NC(=O)c3cc(O)cc(O)c3)ccc21,?,-15%,?,16µM*,14%,4%,-5,?,22%
CC1C(=O)N(Cc2cn(CC3CCCCC3)nn2)CCS(=O)(=O)N1Cc1ccc(-c2ccc(Cl)cc2)cc1 (configuration not stated),nt,-7%,nt,6%,nt,-3%,0,13%,nt

# In another format: results already given.
CC1C(=O)N(Cc2cn(CC3CCCCC3)nn2)CCS(=O)(=O)N1Cc1ccc(-c2ccc(Cl)cc2)cc1 (configuration not stated)
  Pin1 inhibitor: nt; USP1-UAF1 inh: -7%; HP1b chromo inh: nt; GLS inhibitor: 6%; TrxR1 inh: nt; IDH1 R132H inh: -3%; PI4K2A inh: 0; PGK inhibitor: 13%; TrxR1 substrate: nt
CN(C)c1ccc(C2=NOC(CN3C(=O)c4ccccc4S3(=O)=O)C2)cc1 (configuration not stated)
  Pin1 inhibitor: 16%; USP1-UAF1 inh: -14%; HP1b chromo inh: ?; GLS inhibitor: 43%[activator]; TrxR1 inh: 9%[57.1 µM]; IDH1 R132H inh: 1%; PI4K2A inh: 3; PGK inhibitor: -5%; TrxR1 substrate: 8%[57.1 µM]

# (list continues)
SMILES,Pin1 inhibitor,USP1-UAF1 inh,HP1b chromo inh,GLS inhibitor,TrxR1 inh,IDH1 R132H inh,PI4K2A inh,PGK inhibitor,TrxR1 substrate
Cc1cccc(N(CC(=O)NCc2ccccc2)S(C)(=O)=O)c1C,0%,-7%,16%,-1%,13%,20%,-1,i,4%
CCOCc1c(C(=O)N2CCN(CCOc3ccc(Cl)cc3)CC2)oc2ccccc12,-6%,-17%,0%,-4%,-9%,0%,3,0%,-3%
CCOC(=O)c1sc(C)c2c1NC(C)(c1cccs1)NC2=O (configuration not stated),2%,-10%,11%,2%,-12%,16%,5,-1%,7%
O=C(CN1CCCCC1)N/N=C/c1cccc(Cl)c1,0%,-6%,30%,0%,-16%,10%,-5,-4%,-4%
O=C(N/N=C/c1ccccn1)c1cccc(NC(=O)c2ccc(Cl)cc2)c1,13%,-19%,70%[activator],-6%,16%,2%,4,-7%,2%
O=C(C1CC(=O)N(c2ccccc2)C1)N1CCN(c2ccccc2)CC1 (configuration not stated),-2%,-15%,9%,5%,14%,-1%,2,-5%,7%
CC(C)CCNC(=O)C1CCN(C(=O)N(C)C)CC1,-5%,-11%,35%[activator],-5%,19%,-1%,-2,nt,5%
O=C(N/N=C/c1cccc(OCC(=O)N2CCCC2)c1)C(=O)Nc1ccccc1F,-3%,-17%,4%,6%,-7%[57.1 µM],1%,5,-7%,0%[57.1 µM]
Fc1cccc(Cl)c1CSc1nnc(CNc2ccccc2)o1,-6%,-12%,90%[activator],-8%,7%,2%,5,1%,-1%
COc1ccc(-c2cc(CN3C(=O)c4ccccc4C3=O)on2)cc1,2%,?,14%,6%,30%,0%,2,1%[11.5 µM],15%
O=C1C(=O)c2ccc(-c3ccccc3)cc2-c2ccccc21,-12%,5µM*,22%,-7%,?,7%,-63*,-8%,10µM*

# Compound activity from PubChem.

# Not all compounds are listed. The share of hits here may be higher or lower than overall.
